Screening results: PubChem BioAssay, several laboratories
TWEAK-Fn14 inh: blocks TWEAK-Fn14 interaction in a reporter cell assay; TWEAK-stimulated Fn14 reporter cells, luciferase luminescence, 8 h; inhibition, % at 10 µM; 360,000 tested, 2% active; AID 1159606; in the data active = inhibition above about 50%
TRPM1 prom inh: reduces MITF-dependent TRPM1 promoter luciferase signal; inhibition, % at 12.5 µM; AID 488899; SK-MEL-5 TRPM1 promoter luciferase, 24 h; 330,000 tested, 0.83% active;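 active = mean inhibition across replicates of 60% or more, whatever share of single replicates reaches that level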; also: values of inactives mirror those of a sister screen read the other way
NR2E3 ag-1: agonists of human nuclear receptor NR2E3 | Q9Y5X4 | 320,000 tested, 0.12% active | AID 2300 | inhibition of corepressor binding, % at 4.78 µM | GST-NR2E3/biotin-RetCOR TR-FRET, 1536-well;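 active = percent inhibition above the cutoff of mean plus 3 SD of all tested compounds, set per screening campaign, cut at about 20% in these data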;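 also: 0% = DMSO wells and 100% = biotin wells as full block of FRET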
Target sequence (Q9Y5X4 whole entry, looked up): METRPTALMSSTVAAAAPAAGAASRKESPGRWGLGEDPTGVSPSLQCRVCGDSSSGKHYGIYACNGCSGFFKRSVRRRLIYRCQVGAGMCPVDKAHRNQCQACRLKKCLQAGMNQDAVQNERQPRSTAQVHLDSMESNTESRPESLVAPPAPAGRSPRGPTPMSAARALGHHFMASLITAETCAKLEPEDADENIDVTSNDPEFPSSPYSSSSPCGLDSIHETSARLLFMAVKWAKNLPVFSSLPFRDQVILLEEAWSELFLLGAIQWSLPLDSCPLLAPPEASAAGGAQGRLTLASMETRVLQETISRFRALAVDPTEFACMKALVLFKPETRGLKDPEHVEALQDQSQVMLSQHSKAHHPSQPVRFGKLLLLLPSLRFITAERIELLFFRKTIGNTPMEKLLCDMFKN
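system = GST-tagged NR2E3 plus biotinylated RetCOR corepressor | input = 1.35 nM GST-NR2E3 | also added = 7 nM biotin-RetCOR | schedule = 5 h incubation at 4 °C | measured by = TR-FRET with europium anti-GST and streptavidin-D2, 340 nm excitation | read-out = percent loss of FRET ratio relative to control wells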
NR2E3 ag-2: activates human NR2E3 receptor. CHO-S Gal4-NCOR/VP16-NR2E3 two-hybrid, luciferase. Q9Y5X4. inhibition of corepressor binding, % at 3.98 µM. 360,000 tested, 0.35% active. AID 602229;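 active = inhibition above the mean of all tested compounds plus 3 SD, cut at about 70% in these data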;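 also: 0% = DMSO with NR2E3 transfected cells and 100% = cells lacking NR2E3 construct; higher means lower luciferase signal from less NR2E3 corepressor binding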
KKLEB tox: counter-screen for CF NF-kB inhibitors: cytotoxicity. activity change (cytotoxicity), % at 5 µM. KKLEB CF airway cells viability, ATPlite luminescence, overnight; active compounds read low; cells stimulated with P. aeruginosa culture filtrate. 360,000 tested, 0.36% active;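 active = corrected activity change at or below -50% at 5 µM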
TRAIL sens C8: sensitizes caspase-8 expressing cells to TRAIL; NB7+C8 cells + TRAIL, ATPlite viability luminescence; inhibition (viability loss, TRAIL sensitization), % at 10 µM; 360,000 tested, 1% active;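 active = compounds causing at least 50% loss of cell viability in the single-dose screen, relative to plate controls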
Shn3 inh set2: Schnurri-3 reporter inhibition in Clone20 osteoblasts | Clone20 osteoblast Shn3 3'UTR firefly luciferase, 24 h | inhibition, % at 12.5 µM | 360,000 tested, 0.52% active;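 active = mean inhibition of at least 75% with every replicate also reaching 75%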;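 also: 0% = median of neutral control wells and 100% = pilot-screen positive control compound; some compounds past the cut are filed as inactive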
Peg3 promoter: reduces Peg3 promoter-driven luciferase expression in HeLa. HeLa PEG-Prom luciferase reporter, luminescence, overnight. inhibition, % at 20 µM. 360,000 tested, 1.7% active. AID 588405;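 active = inhibition of at least 50% at 20 µM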
TROY NFkB inh: TROY signaling inhibition. 360,000 tested, 0.98% active. inhibition, % at 10 µM. Q293 LMP1-TROYcd NF-kB luciferase reporter, 4 h;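 active = compounds whose plate-normalised and pattern-corrected inhibition of the luciferase reporter signal at the single screening dose is 50% or more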
CF NFkB inh: blocks PAF-induced NF-kB reporter in cystic fibrosis cells; KKLEB NF-kB-GFP reporter, GFP fluorescence overnight; inhibition, % at 5 µM; 360,000 tested, 0.86% active;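 active = at least 50% inhibition at 5 µM, scaled per plate between neutral and stimulator controls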;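 also: PAF is a Pseudomonas aeruginosa culture filtrate used as stimulus; plate controls were PAF-stimulated DMSO wells for no effect and unstimulated DMSO wells for full effect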
HIF-2a block: blocks HIF-2a reporter activity; 786-0 RCC cells HIF-2a reporter, luciferase luminescence, overnight; inhibition, % at 18.8 µM; 360,000 tested, 0.72% active;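 active = inhibition of the luminescence signal of 40% or more relative to plate controls, in a single-dose primary screen at 18.75 µM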
Starred values were filed as active, the others as inactive; nt = not tested or not shown. The list is partial; count on the stated rates, not on these rows.

SMILES	TWEAK-Fn14 inh	TRPM1 prom inh	NR2E3 ag-1	NR2E3 ag-2	KKLEB tox	TRAIL sens C8	Shn3 inh set2	Peg3 promoter	TROY NFkB inh	CF NFkB inh	HIF-2a block
COc1cc2[nH]c(-c3cccc(F)c3)cc(=O)c2cc1OC	3	9	0	-7	-5	11	-28	-2	10	12	-6
COc1ccc(/C(C)=N/OCC(=O)N=Nc2c(O)[nH]c3ccc(Br)cc23)cc1	9	-3	-4	-17	-53*	-2	9	3	17	47	-10
CC(C)CC1NC(=O)N(Cc2nc3ccccc3s2)C1=O (stereo not drawn)	72*	-4	-2	6	12	-8	-11	10	0	-1	-19
O=C(CN1c2ccccc2Sc2ccccc21)N/N=C/c1ccc(Cl)cc1	14	-17	0	-6	22	-18	14	28	6	0	24
CC(=O)N(C)C1=C(N2CCOCC2)C(=O)c2ccccc2C1=O	74*	89*	-9	-13	-11	90*	77	83*	32	38	-26
COc1cc(-c2coc3c(C(=O)NCc4ccc(OC)c(OC)c4)cccc23)ccc1O	95*	nt	nt	53	-32	47	71	51*	67*	4	-160
CC(=O)Nc1cc2c(cc1Cl)-c1ccccc1C2	-28	-17	nt	-98	1	-13	-52	-249	-49	-3	-253
CC(=O)Oc1ccc(-c2csc(Nc3ccc(Cl)cn3)n2)cc1	23	-26	0	-58	-1	-6	-56	-263	22	10	-352
Cc1ccc(S(=O)(=O)N2CCN(C(=O)c3cc4c(s3)CCCC4)CC2)c(C)c1	23	9	0	12	-11	7	27	13	14	10	16
COc1ccccc1-n1c(CCn2nc(C)c(Br)c2C)n[nH]c1=S	-5	5	-2	8	8	-11	1	24	-1	6	21
CCOc1ccc(S(=O)(=O)N/N=C2/CC(c3ccccc3)Oc3ccccc32)cc1 (stereo not drawn)	-22	-11	1	-27	2	-10	1	-41	-51	-19	-86
Cc1cc(N2CCN(C(=O)c3[nH]c(C(F)(F)F)nc3-c3ccccc3)CC2)c2ccccc2n1	26	nt	nt	-28	-13	12	-17	30	17	2	5
O=C(NCc1cccc(F)c1)c1cccc2c1C(=O)c1ccc(N3CCOCC3)cc1S2(=O)=O	-11	4	nt	-27	2	3	-6	16	1	-2	-3
COc1ccc(Cc2c(-c3ccc(F)cc3)nc3c4ccccc4ccn23)c(C)c1	8	nt	nt	-33	-7	0	-9	-54	-8	-3	-85
Cc1ccc(-c2ccc(/C=C3\SC(N4CCOCC4)=NC3=O)o2)cc1	-48	-128	2	26	-15	-11	44	10	12	16	1
COc1ncnc2c1ncn2CCCN1CCN(C(=O)C2CC2)CC1	-8	nt	nt	9	22	-1	-14	7	6	-13	9
O=C(Nc1cccc2ncccc12)c1cc(Br)ccc1Cl	26	-3	3	-12	-2	4	1	15	-3	8	20
CC(C)c1ccc2oc(=O)cc(CN3CCN(Cc4ccccc4)CC3)c2c1	-15	9	0	-22	-3	4	4	12	13	2	23
COCCn1c(SCC(=O)Nc2cc(C)on2)nc2c([nH]c3ccccc32)c1=O	0	nt	nt	-33	-5	-10	4	7	-3	-8	9
CN1CCN(c2ccccc2NC(=O)c2ccc(-c3ccc(Cl)c(Cl)c3)o2)CC1	4	2	1	-7	-10	29	2	42	18	20	-8
O=C(Nc1ccc(Br)cc1)c1cccc(N2C(=O)C3C4C=CC(C4)C3C2=O)c1 (stereo not drawn)	2	12	-1	-2	-7	0	27	-8	-8	18	-21
CCP(=O)(c1ccccc1)C(C)(C)O (stereo not drawn)	2	0	3	8	5	-24	0	9	-14	1	6
COc1ccc(C(=O)C2CCCN(Cc3ccc4c(c3)OCCO4)C2)cc1F (stereo not drawn)	13	3	1	-2	-6	-4	-27	5	3	10	12
O=C(Cn1cc2c(n1)CCCCC2)Nc1ccccc1Cl	-12	-7	2	-18	-7	19	-2	-20	-13	12	-41
O=C(O)C(SC(C(=O)O)c1ccccc1)c1ccccc1 (stereo not drawn)	10	-8	nt	-9	12	-11	6	-3	-1	6	5
Cc1c(Br)ccc(NC(=O)c2ccccc2[N+](=O)[O-])c1C	8	-11	-1	11	-14	-7	3	6	-16	17	7
CCCc1cc(=O)[nH]c2nnc(SCC(=O)Nc3nccs3)n12	-1	2	5	6	3	0	-14	18	12	6	6
Cc1nc2ccc(Br)cc2c(=O)n1Cc1cccs1	15	-50	5	-26	-11	11	-25	-13	-7	12	-35
CCOC(=O)C1CCN(C(=O)c2cccc(N3C(=O)NC4CC3(C)Oc3ccc(C)cc34)c2)CC1 (stereo not drawn)	11	5	2	10	3	-3	22	17	-16	-5	9
CC(C)NS(=O)(=O)c1ccc(NC(=O)C(C)OC(=O)CCC2CCCCC2)cc1 (stereo not drawn)	4	21	nt	10	16	-1	-1	-4	-10	-17	-3
CCOC(=O)c1cc(-c2ccccc2)sc1NC(=O)C(C)Sc1nnc(N)s1 (stereo not drawn)	25	-3	0	-26	2	-4	6	-8	30	11	-53
COc1ccc(/C=C(/NC(=O)c2ccccc2Cl)C(=O)NCCCC(=O)O)cc1	4	-31	-2	6	16	-2	-3	3	7	-12	5
COc1cc(OC)cc(C(=O)N2CCN(Cc3ccccc3Br)CC2)c1	0	-5	-3	-17	6	-1	8	6	0	18	4
O=C(Nc1ccc(Cl)cc1)ON=C1CCCC1	-17	-27	2	-10	-6	29	-14	-190	-77	19	-159
CC(O)C(=O)N/N=C/c1ccccc1C(=O)O (stereo not drawn)	-7	-1	-2	-8	-22	-3	2	2	-6	4	15
CSc1nccn1CC(=O)Nc1ccc(F)cc1	-14	-7	-3	-8	6	3	-11	-27	-8	-6	-21
COC(=O)C1=C(CSc2nccn2C)NC(=O)NC1c1cc(C)ccc1C (stereo not drawn)	-1	4	6	-18	7	7	-1	20	9	4	3
CCCC1C2C(=O)N(c3cccc(C)c3)C(=O)C2ON1c1ccccc1 (stereo not drawn)	-3	1	1	-1	1	14	-7	-4	8	12	18
CCC(C)/C(C)=N/NC(=O)CNS(=O)(=O)c1ccc([N+](=O)[O-])cc1 (stereo not drawn)	6	11	-1	-8	5	-14	-1	-41	9	9	-64
COc1ccc(C(=O)OC/C(O)=C(\C#N)c2nc3ccccc3[nH]2)cc1S(=O)(=O)N1CCOCC1	-4	4	3	-1	-2	16	0	8	-1	-7	1
Cc1cc(C)cc(N2C(=O)CN(Cc3sccc3C)C2=S)c1	1	2	-6	-31	11	15	3	9	11	-14	17
O=c1c2c(ncn2C2CCCC2)n(Cc2ccccc2)c(=O)n1CCOc1ccc(Br)cc1	-2	-5	3	-1	0	-9	5	24	4	13	23
Cc1csc(SCC(=O)Nc2ccc(Cl)cn2)n1	3	6	1	-12	-9	-7	9	-6	-9	-1	-8
Cc1cc(C)cc(SCc2noc(C(=O)NC(C)C)c2C(=O)NC(C)C)c1	0	4	-3	4	-11	6	-13	14	2	9	3
O=C(Cc1ccccc1[N+](=O)[O-])OCN1C(=O)c2ccccc2C1=O	-7	-4	3	-9	16	-3	-4	6	-36	-20	0
COc1ccc(CNC(=O)C(C)Sc2nc3ccccc3c(=O)n2CCCN2CCOCC2)cc1 (stereo not drawn)	-10	4	0	-41	-2	-24	-7	-6	-12	-6	15
N#Cc1nc(-c2ccccc2)oc1N1CCN(C(=O)c2ccco2)CC1	2	-3	2	1	-10	-7	11	-16	12	-3	10
O=C(CCc1ccc(S(=O)(=O)NCCc2ccccc2)cc1)Nc1ccc2c(c1)OCO2	10	-4	-2	-19	-4	0	-7	12	14	5	-19
CCN(CC)S(=O)(=O)c1cccc(N=Nc2c(O)c3ccccc3oc2=O)c1	18	-45	0	8	-1	-18	-36	-79	-15	17	-35
CCNC(=O)CC1C(=O)N(c2cccc(OC)c2)C(=O)N1CCOC (stereo not drawn)	11	6	-2	-37	5	0	-3	6	1	-1	12
S=C(NCC1CCCO1)Nc1ccc(Cl)cc1Cl (stereo not drawn)	-25	-9	0	-71	-5	-2	-54	-136	-53	0	-147
COc1ccc(OC)c(S(=O)(=O)N2CCC(C(=O)Nc3cccc(C)c3C)CC2)c1	26	6	3	-18	1	-10	1	9	-4	-2	10
O=C(c1ccc([N+](=O)[O-])s1)N1CCN(c2ncccn2)CC1	-2	nt	nt	-20	3	-8	-16	-33	-3	18	-45
CCOc1ccc(NC(=O)N2CCN(C(=O)c3ccco3)CC2)cc1	9	5	2	-10	4	-4	-3	1	-10	-19	2
O=C(CCN1C(=O)c2ccccc2C1=O)Nc1ccccc1C(F)(F)F	-4	6	4	24	-15	-4	3	3	5	-2	0
Cn1c(SCC(=O)NCc2ccc(F)cc2)ncc(C(=O)Nc2ccccc2)c1=O	19	23	1	-9	-15	8	36	29	-19	18	9
CCN(CC)C(=O)c1cnn(-c2ccccc2)c1NC(=O)c1ccccc1F	-3	-3	1	14	-2	-5	-16	22	22	-12	-5
COc1ccc(C(=O)Nc2ccc3c(c2)OCCO3)cc1[N+](=O)[O-]	-7	-42	-1	-44	0	9	-41	-153	-35	-1	-190
CCOC(=O)Cc1csc(NC(=S)NC(=O)C(C)(C)C)n1	6	-7	2	22	0	-3	16	-7	3	-8	-3
CCOC(=O)C(=O)/C(C#N)=C/Nc1ccc(Cl)cc1	10	5	2	2	4	-2	14	11	-24	4	-6

New compounds follow:
SMILES	TWEAK-Fn14 inh	TRPM1 prom inh	NR2E3 ag-1	NR2E3 ag-2	KKLEB tox	TRAIL sens C8	Shn3 inh set2	Peg3 promoter	TROY NFkB inh	CF NFkB inh	HIF-2a block
CC(=O)c1ccc2c(c1)N(CCCN1CCC(CCO)CC1)c1ccccc1S2	-25	0	-3	12	1	4	81	11	2	-3	-12
O=C(COC(=O)c1ccco1)c1ccccc1	31	-41	4	-18	0	-10	-27	-51	-22	6	-31
CC(C)=C(NC(=O)c1ccccc1)C(=O)N/N=C/c1ccc(O)cc1	-21	-22	3	-16	14	-11	-5	-106	-9	-12	-48
CCOc1ccc(/C=C/C2=CC(C)(C)NC(=S)N2)cc1	3	11	2	-11	1	1	21	-8	-9	3	-6
CNCc1ccccc1OCC(=O)Nc1ccccc1	8	-11	1	-12	-1	-19	-20	-99	-73	2	-208
CC1(C)CC(=O)C=C(c2ccc(COC(=O)c3cc(F)cc(F)c3)cc2)C1=O	-7	nt	nt	-24	16	-7	36	8	-10	-2	-10
COc1ccc(NC(=O)Cn2nnc(-c3ccccc3NC(=O)c3cccs3)n2)cc1	0	15	1	-11	-5	11	4	28	17	14	20

Profiles from above.
CCOc1ccc(/C=C/C2=CC(C)(C)NC(=S)N2)cc1 is listed with TWEAK-Fn14 inh = 3; TRPM1 prom inh = 11; NR2E3 ag-1 = 2; NR2E3 ag-2 = -11; KKLEB tox = 1; TRAIL sens C8 = 1; Shn3 inh set2 = 21; Peg3 promoter = -8; TROY NFkB inh = -9; CF NFkB inh = 3; HIF-2a block = -6
CC(C)=C(NC(=O)c1ccccc1)C(=O)N/N=C/c1ccc(O)cc1 is listed with TWEAK-Fn14 inh = -21; TRPM1 prom inh = -22; NR2E3 ag-1 = 3; NR2E3 ag-2 = -16; KKLEB tox = 14; TRAIL sens C8 = -11; Shn3 inh set2 = -5; Peg3 promoter = -106; TROY NFkB inh = -9; CF NFkB inh = -12; HIF-2a block = -48
